# SENP8 block-1: human SENP8 protease inhibitors, primary screen, biochemical, fluorescence, Nedd8 protein substrate, uHTS | recombinant SENP8 | inhibition, % at 20 µM | actives 0.64% (n = 360,000) | AID 602440, 2012; in the data active = inhibition mostly above about 40%, no sharp cut-off; inactive = mostly below about 27%
# Target sequence (Q96LD8 whole entry, looked up): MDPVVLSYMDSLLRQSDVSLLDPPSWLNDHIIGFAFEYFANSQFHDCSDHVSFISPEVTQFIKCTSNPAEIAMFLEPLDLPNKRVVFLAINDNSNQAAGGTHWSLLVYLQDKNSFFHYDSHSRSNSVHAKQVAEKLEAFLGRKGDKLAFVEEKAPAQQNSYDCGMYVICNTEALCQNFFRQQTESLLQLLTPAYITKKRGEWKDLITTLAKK
# PfGluPho inh: PfG6PD enzyme inhibitors, primary screen, biochemical, fluorescence intensity, uHTS | actives 0.78% (n = 350,000) | inhibition, % at 20 µM | glucose-6-phosphate dehydrogenase-6-phosphogluconolactonase (Plasmodium falciparum 3D7) | PfGluPho enzyme, NADPH resazurin-diaphorase fluorescence;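 active = inhibition reaching at least a set limit at 20 µM in the primary screen, cut at about 59% in these data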;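 also: 0% = DMSO wells with substrate and 100% = DMSO wells lacking glucose-6-phosphate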
# SENP7 block: SENP7 protease inhibitors, primary screen, biochemical, luminescence, uHTS | AID 434973, 2010 | inhibition, % at 5 µM | Sentrin-specific protease 7 (Homo sapiens), Q9BQF6 | recombinant SENP7, Z-RLRGG-aminoluciferin luminescence, 40 min | actives 1.5% (n = 330,000);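 active = inhibition above about 50% at the single test dose, limit read from the data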;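 also: plate controls were DMSO with enzyme for no effect and no enzyme buffer wells for full effect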
# Apaf-1 inh: inhibitors of human Apaf-1 apoptosome, primary screen, biochemical, DEVD-Rh110 fluorescence, uHTS | inhibition, % at 20 µM | reconstituted apoptosome caspase-3 activity | actives 0.71% (n = 330,000) | Apoptotic protease-activating factor 1 (Homo sapiens), O14727; active = inhibition of at least 40% at 20 µM;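 also: plate controls were DMSO wells for no effect and DEVD-CHO caspase inhibitor wells for full effect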
#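 Material: biochemical Apaf-1 apoptosome reconstitution. Medium: Hepes buffer, pH 7.5. Also added: cytochrome c activation, bis-DEVD rhodamine 110 substrate. Timing: 30 min compound preincubation, 50 min activation, room temperature. Measured by: rhodamine 110 fluorescence at Ex 480/Em 540 nm.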
# SENP6 block: SENP6 protease inhibitors, primary screen, biochemical, luminescence, uHTS. Sentrin-specific protease 6 (Homo sapiens), Q9GZR1. Recombinant SENP6 catalytic domain, aminoluciferin luminescence. inhibition, % at 10 µM. actives 1.8% (n = 330,000). AID 2599, 2010;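 active = inhibition above about 50% at the single tested dose, limit read from the data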;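 also: plate controls were DMSO wells with enzyme for no effect and DMSO wells lacking enzyme for full effect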
# Target sequence (Q9GZR1 628-1112 limits assumed): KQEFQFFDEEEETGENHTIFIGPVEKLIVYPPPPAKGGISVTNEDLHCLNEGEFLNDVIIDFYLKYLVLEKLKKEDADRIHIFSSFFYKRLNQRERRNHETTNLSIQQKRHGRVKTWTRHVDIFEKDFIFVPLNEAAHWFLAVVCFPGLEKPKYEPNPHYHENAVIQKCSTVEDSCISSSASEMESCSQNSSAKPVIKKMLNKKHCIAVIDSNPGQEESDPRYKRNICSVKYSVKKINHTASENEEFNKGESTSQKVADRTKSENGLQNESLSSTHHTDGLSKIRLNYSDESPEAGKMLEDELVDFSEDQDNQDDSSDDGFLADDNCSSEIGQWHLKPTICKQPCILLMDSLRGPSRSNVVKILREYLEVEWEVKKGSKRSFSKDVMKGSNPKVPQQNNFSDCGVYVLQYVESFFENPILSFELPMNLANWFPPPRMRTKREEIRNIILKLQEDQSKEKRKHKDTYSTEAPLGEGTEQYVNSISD
# SENP8 block-2: SENP8 protease inhibitors, primary screen, biochemical, luminescence. Sentrin-specific protease 8 (Homo sapiens), Q96LD8. purified SENP8, Z-RLRGG-aminoluciferin cleavage. inhibition, % at 10 µM. actives 1.2% (n = 330,000). AID 2540, 2010; in the data active = inhibition above about 50%
# SENP1 FRET inh: human SENP1 catalytic domain inhibitors, primary screen, biochemical, FRET, uHTS; Sentrin-specific protease 1 (Homo sapiens), Q9P0U3; recombinant SENP1 catalytic domain, CyPet-SUMO1-YPet FRET cleavage; inhibition, % at 10 µM; actives 0.21% (n = 360,000);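 active = inhibition at least 30% at 10 µM, raw YFP signal under a set limit, fluorescence ratio 0.5 to 1.5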;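 also: 0% = enzyme with DMSO and 100% = no enzyme wells; some results filed as inactive read as strong as hits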
# Target sequence (Q9P0U3 419-644 limits assumed): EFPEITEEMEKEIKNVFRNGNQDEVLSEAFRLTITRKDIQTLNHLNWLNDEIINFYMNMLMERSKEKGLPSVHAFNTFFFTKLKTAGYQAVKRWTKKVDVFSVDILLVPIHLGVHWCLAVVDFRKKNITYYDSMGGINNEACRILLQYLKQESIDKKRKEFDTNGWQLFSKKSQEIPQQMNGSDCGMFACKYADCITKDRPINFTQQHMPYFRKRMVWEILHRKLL
#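 system = hSENP1 catalytic domain, recombinant | reagent = SFCypet-SUMO1-SFYpet substrate at 25 nM | doses = one dose per compound, 10 µM, 0.5% DMSO | incubation = enzyme reaction for 50 min at room temperature, dark | measured by = FRET, CFP and YFP emission | controls = no-enzyme low, enzyme-DMSO high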
# HKDC1 inh: HKDC1 hexokinase inhibitors, primary screen, biochemical, fluorescence, uHTS. actives 0.16% (n = 340,000). recombinant HKDC1, G6PDH/diaphorase resazurin coupled fluorescence. inhibition, % at 20 µM. AID 493160, 2011. Q2TB90;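 active = inhibition above about 35% when tested at 20 µM, limit read from the data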;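 also: plate controls were DMSO wells with enzyme for no effect and DMSO wells lacking enzyme for full effect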
#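 Assay system: in-house recombinant HK5 (HKDC1) enzyme. Input: HKDC1 at 5 µg/mL. Medium: Tris pH 8.0 buffer with MgCl2, Tween-20, BSA, BME. Dosing: single 20 µM dose. Schedule: 90 min reaction incubation at room temperature, dark. Signal: resazurin-to-resorufin fluorescence via G6PDH and diaphorase coupling, 525/613 nm. Controls: DMSO-enzyme wells negative, buffer-substituted wells positive.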
# * hit, by the source's call; i = inactive; / = no result given; & = joins results of further samples.
SMILES,SENP8 block-1,PfGluPho inh,SENP7 block,Apaf-1 inh,SENP6 block,SENP8 block-2,SENP1 FRET inh,HKDC1 inh
FC(F)(F)COc1nc(OCC(F)(F)F)nc(N2CCN(c3ccccc3)CC2)n1,16,15,2,-1,8,-3,0,0
CCOC(=O)c1c(CN(CC)CC)oc2ccc(OC)cc12,-20,-3,0,5,3,-4,0,4
CC(C)N1C/C(=C/c2ccsc2)C(=O)/C(=C/c2ccsc2)C1,5,5,-14,16,-5,0,-35,7
COc1ccccc1OCC(=O)Nc1ccc(S(=O)(=O)N2CCN(C)CC2)cc1,0,-7,1,-5,-20,-1,0,1
O=C(COC(=O)c1ccc2c(c1)C(=O)N(Cc1ccncc1)C2=O)Nc1cccc2ccccc12,14,3,16,5,-12,-1,0,-3
CC1(C)CC(=O)C(C=NCCN2CCN(C3CC(=O)N(c4cccc(Br)c4)C3=O)CC2)=C(O)C1 (stereo unspecified),7,3,-1,-5,-24,-6,2,6
COc1ccc(/C=C/C(=O)O)cc1S(=O)(=O)NCc1ccco1,33,-7,1,-26,1,3,4,-3
Cc1cc2oc(=O)cc(-c3cc4ccccc4o3)c2cc1O,-36,19,4,-3,18,5,0,10
COc1cccc(C2c3cc4c(cc3OC(C)(N3CCCC3)C2C)OCO4)c1O (stereo unspecified),22,17,/,/,/,/,0,6
COc1ccc(N2CCN(C(=O)COC(=O)c3ccc(OC(F)F)cc3)CC2)cc1,14,-2,8,-14,6,4,0,0
O=C(N/N=C/c1ccc(Br)s1)c1cccnc1,0,-5,-3,-2,-5,0,-1,-9
Cc1ccc(S(=O)(=O)N2CCCOC2CNC(=O)C(=O)NCc2ccco2)cc1 (stereo unspecified),5,-1,0,4,2,-2,2,3
O=C(N=c1ccn(-c2nc3ccccc3nc2NS(=O)(=O)c2ccc(Cl)cc2)cc1)c1ccccc1Cl,/,/,-7,9,-7,-11,/,/
Nc1cc2ccncc2c2ccccc12,-289,36,7,29,22,8,-99,9
CC1CCN(C(=O)c2cc3c(=O)n4ccccc4nc3s2)CC1,-304,-1,5,-2,-17,-5,-53,0
O=C(NO)C1CC2C=CC1C2 (stereo unspecified),-3,-4,1,-8,-22,-6,1,3
O=C1C2CC(O)CN2C(=S)N1Cc1ccccc1 (stereo unspecified),11,1,-2,0,-21,3,1,-7
Cc1cc(Cl)c(S(=O)(=O)NCc2ccncc2)cc1OCC(N)=O,10,-7,-2,0,1,0,-1,-4
CC1(C)CC(=O)C(C2=NC(C)(C)Cc3ccccc32)=C(O)C1,10,4,-4,-10,-10,-2,2,-9
C/C(N)=C(/C#N)C(=O)CSc1nnc(COc2ccccc2Cl)o1,23&-2,9&17,-2,0,-8,-8,1&1,5&1
COc1cc(-c2cc(C(=O)Nc3ccncc3)c3ccccc3n2)cc(OC)c1OC,-165,11,7,4,-3,0,1,-1
Cc1ccccc1C(=O)Oc1ccc(Sc2ccc(O)cc2)cc1,/,/,-5,6,10,-16,/,/
Brc1ccc(-c2cn3c(n2)SCC3)cc1,4,0,14,18,34,5,2,-8
c1csc(CNCCN2CCOCC2)c1,8,2,-8,-9,27,-8,1,-1
COc1ccc(F)cc1COc1nc(C)nc2ccccc12,6,-13,13,15,0,-7,3,-2
SMILES,SENP8 block-1,PfGluPho inh,SENP7 block,Apaf-1 inh,SENP6 block,SENP8 block-2,SENP1 FRET inh,HKDC1 inh
CC1(C)N=C(C(=O)c2ccccc2)N(O)C1(C)O (stereo unspecified),14,6,2,-5,-14,-3,-2,-11
Cc1ccc(C)c(OCc2nnc(NC(=O)c3ccco3)s2)c1,-11,-23,-5,13,-18,-12,-3,-2
CC(C)(C)Oc1ccccc1Nc1nc(NCCO)nc(N2CCCC2)n1,8,20,-6,5,-11,-4,3,-3
CCCCn1c(N)c(N(CC(C)C)C(=O)c2oc3ccc(Br)cc3c2C)c(=O)[nH]c1=O,-23,-4,-8,12,-18,-1,-17,-2
CCC(CC)C(=O)Nc1ccc(C(=O)Nc2cc(C)on2)cc1,4,5,3,-8,7,1,0,-4
Cc1ccc(Nc2ccc(S(=O)(=O)N3CCOCC3)cc2[N+](=O)[O-])cc1C,37,-5,-3,9,3,-2,3,2
O=C(c1cccc(C(F)(F)F)c1)C1CCCN(C(=O)CCc2cnccn2)C1 (stereo unspecified),3,-10,2,-6,3,8,-1,-12
O=C1CC(NNC(=O)c2cccc(F)c2)C(=O)N1 (stereo unspecified),21,-2,9,-10,-6,-7,0,-6
Cc1cc(C)nc(NS(=O)(=O)c2ccc(NC(=O)Nc3ccccc3)cc2)n1,3,37,12,2,10,12,1,-1
COc1cc(C(=O)Nc2ccc3c(c2)OCO3)ccc1-n1cnnn1,17,-2,6,8,-9,4,0,14
CCN(CC)c1ccc([N+](=O)[O-])cc1C(=O)O,20,-12,3,-2,-9,-2,4,11
CCN1C(=O)[C@@H]2[C@H](C1=O)[C@@H]1C(=O)Nc3ccccc3C(=O)N1[C@@H]2c1cccc(Cl)c1,-55,-1,-2,-1,-1,4,1,-5
CC1CCCN(C(=O)C2CCN(S(=O)(=O)c3cccc4nonc34)CC2)C1 (stereo unspecified),9,4,1,4,-9,4,3,1
Cc1nnc(SCC(=O)N(C)C2CCS(=O)(=O)C2)n1Cc1ccccc1 (stereo unspecified),10,22,-7,-18,-5,8,1,-6
COc1cccc(OC)c1OCCCNC1CCCC1,12,-13,-14,8,8,-8,1,-1
Cc1ccc(N(CC(O)COCc2ccco2)S(=O)(=O)c2ccc(C)cc2)cc1 (stereo unspecified),9,9,12,22,1,5,-4,10
O=C1Cc2cccc3cccc1c23,-244,10,-7,-2,-7,1,1,-9
Cc1ccc(C(=O)NCc2nc3ccccc3[nH]2)o1,-8,4,-6,-6,-11,-3,-5,-2
CCSc1nc2c(c(=O)[nH]1)C(c1ccc(C)cc1)C1=C(CCCC1=O)N2 (stereo unspecified),-359,7,-1,11,-32,-8,-4,2
CCN(CC)S(=O)(=O)c1ccc(N2C(=O)Nc3ccccc3N2O)cc1,17,2,-3,-6,-12,-6,1,-8
COc1ccc(C)cc1NC(=O)C(C)N1CCOCC1 (stereo unspecified),7,4,11,-2,-24,-3,1,-3
C[C@H](NC(=O)N1CCn2c1nc1ccccc12)C(=O)NCC1CCCO1 (stereo partly specified),6,-5,2,-1,-7,11,1,-5
COCCCNC(=O)c1c[nH]c2ccc(S(=O)(=O)N(C)c3ccccc3C)cc2c1=O,-85,3,3,8,-9,-5,0,1
COCCCNC(=O)Cn1cc(/C=C(\C#N)C(=O)NC2CCCC2)c2ccccc21,-26,-14,-5,1,22,5,-17,6
Cc1nnc(SCC(N)=O)n1CC1CCCO1 (stereo unspecified),18,-6,18,-7,-4,4,0,1

# Reformatted tab-delimited: part of the list above.
smiles	SENP8 block-1	PfGluPho inh	SENP7 block	Apaf-1 inh	SENP6 block	SENP8 block-2	SENP1 FRET inh	HKDC1 inh
Cc1nnc(SCC(=O)N(C)C2CCS(=O)(=O)C2)n1Cc1ccccc1 (stereo unspecified)	10	22	-7	-18	-5	8	1	-6
COc1cccc(OC)c1OCCCNC1CCCC1	12	-13	-14	8	8	-8	1	-1
Cc1ccc(N(CC(O)COCc2ccco2)S(=O)(=O)c2ccc(C)cc2)cc1 (stereo unspecified)	9	9	12	22	1	5	-4	10
O=C1Cc2cccc3cccc1c23	-244	10	-7	-2	-7	1	1	-9
Cc1ccc(C(=O)NCc2nc3ccccc3[nH]2)o1	-8	4	-6	-6	-11	-3	-5	-2

# (further entries)
SMILES,SENP8 block-1,PfGluPho inh,SENP7 block,Apaf-1 inh,SENP6 block,SENP8 block-2,SENP1 FRET inh,HKDC1 inh
COc1cccc(C(NC(=O)c2ccccc2F)NC(=O)c2ccccc2F)c1,22,-5,-1,4,-35,2,-2,-5
CC(c1nnc(SCC(=O)c2c(N)n(C3CC3)c(=O)[nH]c2=O)n1-c1ccc(F)cc1)N(C)C (stereo unspecified),0,2,3,-3,0,-1,3,-4
Cn1c(SCC(=O)O)nc2sc3c(c2c1=O)CCC3,5,5,-2,-8,11,-4,-2,-6
N=C1C(c2nc(-c3ccc(Cl)cc3)cs2)=C(O)CN1NC(=O)c1ccc(O)cc1,6,5,-1,-31,5,3,-12,0
COc1ccc(N2CCN(CC(=O)c3ccc(O)cc3O)CC2)cc1,3,-2,-2,0,-6,-6,-3,-2
S=c1[nH]nc(-c2ccccn2)n1/N=C/c1ccc(Cl)cc1,3,20,-8,-19,-7,-6,2,0
CCCOc1ccc(-c2c(=O)n(OCC(=O)OCC)c3ccccc3[n+]2[O-])cc1,-63,1,3,10,22,7,-49,-1
CC(C)CNS(=O)(=O)c1ccc(CCC(=O)Nc2cc(Cl)ccc2Oc2ccccc2)cc1,11,6,5,12,7,5,-1,1
CCOCC(=O)N1CCN(Cc2ccc3c(c2)OCO3)CC1,13,-17,5,-16,15,-5,1,5
Cc1ccc(OCC(=O)NCCCNC(=O)c2ccco2)cc1,12,7,-3,2,-14,3,-2,-2
O=C(c1cnn2c(C(F)(F)F)cc(-c3cccs3)nc12)N1CCN(C(c2ccccc2)c2ccccc2)CC1,-89,-1,-6,22,-19,-3,-30,7
N#Cc1ccccc1S(=O)(=O)N1CCN(C(=O)C2COc3ccccc3O2)CC1 (stereo unspecified),1,-8,-6,-8,-1,6,0,-2
CC(=O)CSc1nnc(-c2cnccn2)n1-c1ccccc1,12,2,/,/,/,/,-1,-3
Cc1ccc(SCCCCN2CCNCC2)cc1,6,2,-1,3,2,2,1,-11
COc1ccc2c(c1)OC[C@H]1[C@H]2N2C(=O)c3cc(OC)ccc3NC(=O)[C@@]2(C)[C@H]1c1ccccc1,-54,2,5,13,-1,-6,0,5
CCOC(=O)c1nc(N)c(C(=O)OCC)[nH]1,i,-11,-15,-6,-1,-6,2,-7
Cc1ccc(S(=O)(=O)N2CCOCC2)cc1NC(=O)CN1C(=O)NC2(CCCC2)C1=O,-1,5,3,-4,-2,7,0,-8
O=C(CSc1nc2ncc(Cl)cc2[nH]1)Nc1ccccc1-c1ccccc1,11,-14,14,0,-20,-10,2,3
Cc1ccc(S(=O)(=O)NCCSc2nnnn2-c2cc(C)ccc2C)cc1,10,5,7,28,-8,2,1,4
Cc1ccn(C(=O)c2cc3ccccc3oc2=O)n1,/,/,4,15,2,3,/,/
O=C1CCCC2=C1C(c1ccsc1)CC(=O)N2c1nnc(SCc2ccccc2)s1 (stereo unspecified),10,14,/,/,/,/,-2,0
O=C(Cn1cc([N+](=O)[O-])cn1)NCc1ccccc1,9,-5,1,-8,9,-1,-4,-3
O=C(COC(=O)C1(c2ccccc2F)CCCC1)NCc1cccs1,9,-2,4,6,0,1,3,-5
O=C(N/N=C/c1cccnc1)C(O)(c1ccccc1)c1ccccc1,10,3,-7,10,-22,-14,0,-2

# Screens (PubChem)
